FAS-TE inh: inhibitors of human fatty acid synthase thioesterase domain | P49327 | recombinant FAS-TE, OMFH fluorogenic substrate, fluorescence endpoint | inhibition, % at 15 µM | hit rate 0.67% among 360,000 | AID 602261;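 active means compounds whose normalised, plate-corrected inhibition of enzyme fluorescence in the single-dose primary screen is 50% or more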;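 further: 0% = DMSO with enzyme and 100% = substrate without enzyme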
MLLE-PAM2 inh: blocks PAM2 peptide binding to the PABP1 MLLE domain. P11940. hit rate 0.36% among 360,000. inhibition, % at 20 µM. GST-MLLE / FITC-PAM2 fluorescence polarization; in the data active means inhibition above about 35%, passing the limit was not always enough;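 further: plate controls were DMSO wells with GST-MLLE for no effect and wells lacking GST-MLLE protein for full effect; some results filed as inactive read as strong as hits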
TbMetRS inhib: blocks T. brucei methionyl-tRNA synthetase activity; AID 624268; inhibition, % at 11.9 µM; hit rate 0.4% among 360,000; purified T. brucei MetRS, ATP depletion, Kinase-Glo luminescence;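 active means inhibition above a per-plate cutoff of the control wells' mean inhibition plus 3 SD, cut at about 5.5% in these data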;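 further: 0% = DMSO wells median and 100% = median of wells with control inhibitor compound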
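Dosing: 11.9 µM compound single dose, 0.9% DMSO; Assay system: purified T. brucei MetRS enzyme; Measured by: Kinase-Glo luciferase luminescence reporting remaining unconsumed ATP; Schedule: 15 min plus 2 h at 25 °C.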
CSN deneddyl inh: blocks human CSN-mediated cullin deneddylation; Purified CSN, SCF-Nedd8-OG deneddylation, fluorescence polarization; inhibition, % at 12.5 µM; Q92905; hit rate 0.38% among 360,000;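 active means pattern-corrected inhibition above about 35%, with an unprinted fluorescence ratio check between 0.5 and 1.5, limit read from the data, passing the limit was not always enough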;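 further: 0% = enzyme with substrate and 100% = substrate without enzyme; some results filed as inactive read as strong as hits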
Target sequence (Q92905 whole entry, looked up, one chain of several): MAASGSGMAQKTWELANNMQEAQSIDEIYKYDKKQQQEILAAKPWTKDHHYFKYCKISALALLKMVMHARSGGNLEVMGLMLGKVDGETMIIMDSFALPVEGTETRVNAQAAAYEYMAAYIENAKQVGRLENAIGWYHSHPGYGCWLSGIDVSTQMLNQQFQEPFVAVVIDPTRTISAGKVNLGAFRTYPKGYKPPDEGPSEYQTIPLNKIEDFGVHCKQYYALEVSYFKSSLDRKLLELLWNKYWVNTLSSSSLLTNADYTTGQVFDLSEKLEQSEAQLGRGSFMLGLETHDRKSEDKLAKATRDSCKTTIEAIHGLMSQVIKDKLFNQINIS
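Assay system: purified human Csn5 enzyme expressed in HEK293T cells; Input: 0.24 nM Csn5 enzyme, final concentration; Reagent: 10 nM SCFSkp2-Nedd8OG; Compound dosing: 12.5 µM single point; Times: reaction 90 min, room temperature; Technique: fluorescence polarization readout.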
Rin1-Abl PPI inh: human Rin1-Abl interaction inhibition | P00519+Q13671 | TR-FRET Rin1/Abl binding, biochemical | inhibition, % at 7.35 µM | hit rate 0.4% among 360,000; in the data active means inhibition above about 5%, passing the limit was not always enough
MsrA inhibitor: bovine MsrA inhibition; purified bovine MsrA, absorbance read-out; hit rate 0.75% among 360,000; AID 651718; inhibition, % at 15.5 µM; in the data active means inhibition above about 4.5%;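 further: 0% = vehicle wells with enzyme and 100% = reference inhibitor wells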
E coli Lon inh: E. coli protease La inhibition | P0A9M0 | purified E. coli Lon protease, fluorescence polarization | inhibition, % at 7.94 µM | hit rate 0.42% among 360,000; in the data active means inhibition above about 13%, passing the limit was not always enough;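 further: 0% = enzyme with probe and DMSO and 100% = no enzyme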
Target sequence (P0A9M0 whole entry, looked up): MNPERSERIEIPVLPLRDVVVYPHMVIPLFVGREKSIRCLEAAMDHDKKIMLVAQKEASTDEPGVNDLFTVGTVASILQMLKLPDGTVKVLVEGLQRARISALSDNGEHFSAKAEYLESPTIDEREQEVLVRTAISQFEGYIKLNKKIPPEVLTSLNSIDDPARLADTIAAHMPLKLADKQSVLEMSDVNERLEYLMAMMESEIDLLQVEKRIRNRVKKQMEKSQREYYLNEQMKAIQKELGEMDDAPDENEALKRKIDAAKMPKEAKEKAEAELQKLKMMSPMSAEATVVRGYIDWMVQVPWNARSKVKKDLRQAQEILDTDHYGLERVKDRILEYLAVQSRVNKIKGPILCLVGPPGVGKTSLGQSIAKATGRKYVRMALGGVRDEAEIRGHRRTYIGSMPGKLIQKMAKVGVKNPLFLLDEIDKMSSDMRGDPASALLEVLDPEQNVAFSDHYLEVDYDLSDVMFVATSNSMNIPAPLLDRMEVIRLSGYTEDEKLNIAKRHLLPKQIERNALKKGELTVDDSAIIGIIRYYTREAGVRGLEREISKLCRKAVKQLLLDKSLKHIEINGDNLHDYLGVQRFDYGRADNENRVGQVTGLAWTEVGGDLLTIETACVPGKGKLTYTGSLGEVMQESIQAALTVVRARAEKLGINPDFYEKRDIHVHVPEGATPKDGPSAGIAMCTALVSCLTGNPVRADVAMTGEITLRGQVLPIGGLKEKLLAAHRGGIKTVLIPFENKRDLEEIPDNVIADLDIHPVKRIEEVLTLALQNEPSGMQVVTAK
MsrA act: bovine methionine sulfoxide reductase A activation; purified bovine MsrA, absorbance read-out; activation, % at 10.6 µM; hit rate 0.3% among 360,000; AID 602163; in the data active means activation above about 7.5%;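 further: 0% = vehicle and 100% = reference activator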
Neddyl block: blocks human cullin neddylation | P61081+Q13564 | TR-FRET cullin neddylation, biochemical | calls only at 25 µM | hit rate 0.58% among 360,000 | AID 651699; in the data active means inhibition above about 36%
An asterisk follows results filed as active.

For Cc1ccc(OCc2cc(C(=O)N3CCN(C4CCCC4)CC3)no2)cc1C the results were FAS-TE inh 6.2, MLLE-PAM2 inh -4.1, TbMetRS inhib -0.2, CSN deneddyl inh -3.7, Rin1-Abl PPI inh 3.0, MsrA inhibitor -0.9, E coli Lon inh 4.5, MsrA act -1.8 and Neddyl block inactive.
For CC(C)CC1NC(=O)N(CC(=O)N2CCCc3ccccc32)C1=O (stereo not drawn) the results were FAS-TE inh -6.1, MLLE-PAM2 inh 5.6, TbMetRS inhib 0.1, CSN deneddyl inh -2.7, Rin1-Abl PPI inh -0.2, MsrA inhibitor -0.9, E coli Lon inh -0.8, MsrA act -3.5 and Neddyl block inactive.
For CC1(C)C[C@H]2C3=CCC4[C@@]5(C)CC[C@H](O)C(C)(C)C5CC[C@@]4(C)[C@]3(C)[C@@H](O)[C@@H](O)[C@@]2(CO)[C@@H](O)[C@@H]1O (stereo partly drawn) the results were FAS-TE inh 10.6, MLLE-PAM2 inh 5.4, TbMetRS inhib 0.2, CSN deneddyl inh 1.1, Rin1-Abl PPI inh -0.4, MsrA inhibitor 1.2, E coli Lon inh -7.5, MsrA act -0.7 and Neddyl block inactive.
c1ccc(COc2ccc(OCCCNC3CCCC3)cc2)cc1 was read as FAS-TE inh 7.2, MLLE-PAM2 inh 3.4, TbMetRS inhib -0.3, CSN deneddyl inh -3.9, Rin1-Abl PPI inh 2.8, MsrA inhibitor -0.8, E coli Lon inh -5.9, MsrA act 0.1 and Neddyl block inactive.
Screening CCOC(=O)CNc1c(-c2ccc(O)cc2)nc2ccccn12 returned FAS-TE inh -5.2, MLLE-PAM2 inh 3.5, TbMetRS inhib -0.6, CSN deneddyl inh 2.5, Rin1-Abl PPI inh 3.4, MsrA inhibitor 2.7, E coli Lon inh -5.2 and MsrA act -4.8.
`COc1ccc2[nH]c(C(=O)NCc3ccccc3)c(C)c2c1` gave FAS-TE inh 0.0, MLLE-PAM2 inh -1.3, TbMetRS inhib 2.7, CSN deneddyl inh 0.0, Rin1-Abl PPI inh 0.0, MsrA inhibitor 0.9, E coli Lon inh 0.5, MsrA act -1.6 and Neddyl block inactive.
CC(C)NC(=O)CN(Cc1ccccc1)S(=O)(=O)c1ccccc1 was read as FAS-TE inh -4.4, MLLE-PAM2 inh 2.2, TbMetRS inhib 0.0, CSN deneddyl inh 3.1, Rin1-Abl PPI inh 2.5, MsrA inhibitor -0.9, E coli Lon inh -6.8, MsrA act -2.7 and Neddyl block inactive.
Screening Cc1cc(NC(=O)c2ccco2)ccc1NC(=O)c1ccco1 returned FAS-TE inh -0.7, MLLE-PAM2 inh -5.5, TbMetRS inhib -2.0, CSN deneddyl inh 3.2, Rin1-Abl PPI inh 1.8, MsrA inhibitor -0.9, E coli Lon inh -16.0, MsrA act -2.8 and Neddyl block inactive.
`CCc1ccccc1NC(=O)CNC(=O)CCC(=O)c1cc(C)sc1C` gave FAS-TE inh -7.6, MLLE-PAM2 inh 8.7, TbMetRS inhib -0.5, CSN deneddyl inh 3.8, Rin1-Abl PPI inh -3.3, MsrA inhibitor 0.1, E coli Lon inh -6.3, MsrA act -6.4 and Neddyl block inactive.
`Cc1c(NS(=O)(=O)c2cccc(C(=O)OCC(=O)N(C)C3CCCCC3)c2)c(=O)n(-c2ccccc2)n1C` gave FAS-TE inh -2.8, MLLE-PAM2 inh 9.0, TbMetRS inhib -0.2, CSN deneddyl inh -4.6, Rin1-Abl PPI inh 1.2, MsrA inhibitor -0.9, E coli Lon inh -7.4, MsrA act -0.2 and Neddyl block inactive.
O=C1C(Cl)=C(O)C2(Cl)C(Cl)=C(Cl)C12Cl (stereo not drawn) was read as FAS-TE inh -5.8, MLLE-PAM2 inh -11.4, TbMetRS inhib 0.3, CSN deneddyl inh -5.2, Rin1-Abl PPI inh -2.5, MsrA inhibitor -0.3, E coli Lon inh 5.4, MsrA act -1.7 and Neddyl block inactive.
For COc1cccc2cc(C(=O)NCc3ccc(C)cc3)c(=N)oc12 the results were FAS-TE inh 0.4, MLLE-PAM2 inh -113.2, TbMetRS inhib -0.5, CSN deneddyl inh 1.0, Rin1-Abl PPI inh -0.5, MsrA inhibitor 0.6, E coli Lon inh 2.5, MsrA act -1.6 and Neddyl block inactive.
Screening Cc1[nH]nc2c1C(c1cccs1)C1=C(CCCC1=O)N2 (stereo not drawn) returned FAS-TE inh -1.4, MLLE-PAM2 inh 7.5, TbMetRS inhib -0.6, CSN deneddyl inh -1.2, Rin1-Abl PPI inh 1.1, MsrA inhibitor 2.1, E coli Lon inh -3.6, MsrA act -4.8 and Neddyl block inactive.
Screening O=C(OCC(=O)N1CCCCCC1)c1ccc(S(=O)(=O)N2CCOCC2)cc1 returned FAS-TE inh -3.4, MLLE-PAM2 inh -0.7, TbMetRS inhib 0.7, CSN deneddyl inh -3.6, Rin1-Abl PPI inh -1.9, MsrA inhibitor 1.4, E coli Lon inh 0.4, MsrA act -3.0 and Neddyl block inactive.
`O=C(O)c1ccc(NS(=O)(=O)c2ccc(Cl)c(Cl)c2)cc1O` gave FAS-TE inh -2.0, MLLE-PAM2 inh 5.3, TbMetRS inhib -0.9, CSN deneddyl inh 2.0, Rin1-Abl PPI inh -1.0, MsrA inhibitor -0.2, E coli Lon inh -3.4, MsrA act -1.8 and Neddyl block inactive.
Screening CCOC(=O)C(=CNc1ccc(C(F)(F)F)cc1Cl)C(=O)OCC returned FAS-TE inh 27.6, MLLE-PAM2 inh -8.6, TbMetRS inhib -1.3, CSN deneddyl inh -2.0, Rin1-Abl PPI inh 0.4, MsrA inhibitor -0.8, E coli Lon inh 0.2, MsrA act -6.8 and Neddyl block inactive.
`CCOC(=O)c1ccc(NC(=O)CSc2nnc(Cn3c(=O)sc4ccccc43)n2C)cc1` gave FAS-TE inh -8.0, MLLE-PAM2 inh -8.1, TbMetRS inhib 0.5, CSN deneddyl inh -1.4, Rin1-Abl PPI inh -2.4, MsrA inhibitor -0.3, E coli Lon inh 0.7, MsrA act 0.5 and Neddyl block inactive.
Cc1nn(CC(=O)N2CCN(S(=O)(=O)c3ccccc3)CC2)c(C)c1[N+](=O)[O-] was read as FAS-TE inh -2.2, MLLE-PAM2 inh -3.0, TbMetRS inhib -0.5, CSN deneddyl inh -4.6, Rin1-Abl PPI inh 4.6, MsrA inhibitor -1.2, E coli Lon inh -1.3, MsrA act -4.8 and Neddyl block inactive.
For O=C(CSc1nc2c(c(=O)n1-c1ccc(Cl)cc1)SCC2)NCC1CCCO1 (stereo not drawn) the results were FAS-TE inh -3.2, MLLE-PAM2 inh -10.2, TbMetRS inhib 0.9, CSN deneddyl inh -0.6, Rin1-Abl PPI inh -1.8, MsrA inhibitor 2.3, E coli Lon inh -11.0, MsrA act -2.5 and Neddyl block inactive.
For Cc1cc(CN2CCCC(C(=O)Nc3cccc(-n4cccn4)c3)C2)cc(C)c1O (stereo not drawn) the results were FAS-TE inh -3.7, MLLE-PAM2 inh 3.2, TbMetRS inhib -0.3, CSN deneddyl inh 5.4, Rin1-Abl PPI inh 1.3, MsrA inhibitor -0.5, E coli Lon inh 1.0, MsrA act -5.9 and Neddyl block inactive.
O=C(OCc1ccco1)c1cccnc1 was read as FAS-TE inh -7.1, MLLE-PAM2 inh -4.3, TbMetRS inhib -0.1, CSN deneddyl inh -0.8, Rin1-Abl PPI inh 1.6, MsrA inhibitor 1.9, E coli Lon inh -2.1, MsrA act -0.5 and Neddyl block inactive.
Screening COc1cc(OC)cc(C(=O)NCC2CCCN(Cc3cccc(C(C)=O)c3)C2)c1 (stereo not drawn) returned FAS-TE inh -6.6, MLLE-PAM2 inh 10.5, TbMetRS inhib -0.1, CSN deneddyl inh -0.4, Rin1-Abl PPI inh 1.5, MsrA inhibitor -0.7, E coli Lon inh -5.7, MsrA act -0.8 and Neddyl block inactive.
`COc1ccc(OCc2cc(C(=O)N(C)Cc3nccn3C)no2)c2ccccc12` gave FAS-TE inh -1.5, MLLE-PAM2 inh -3.3, TbMetRS inhib -0.8, CSN deneddyl inh 0.0, Rin1-Abl PPI inh -2.9, MsrA inhibitor -0.2, E coli Lon inh 2.2, MsrA act -7.2 and Neddyl block inactive.
Screening Cc1cc(=O)[nH]c2c(C)cc(S(=O)(=O)NCc3ccccc3)cc12 returned FAS-TE inh -1.3, MLLE-PAM2 inh -5.1, TbMetRS inhib 0.0, CSN deneddyl inh 6.9, Rin1-Abl PPI inh 2.3, MsrA inhibitor 0.6, E coli Lon inh -12.1, MsrA act 4.8 and Neddyl block inactive.
Screening COc1ccc(CN(C)CC(=O)NC(C)c2ccccc2)c(OC)c1 (stereo not drawn) returned FAS-TE inh -2.9, MLLE-PAM2 inh 0.3, TbMetRS inhib -0.1, CSN deneddyl inh 3.2, Rin1-Abl PPI inh -4.0, MsrA inhibitor -0.7, E coli Lon inh 0.8, MsrA act -1.1 and Neddyl block inactive.
`COc1ccc(C(=O)N/C(=C\c2ccc3c(c2)OCO3)C(=O)NCCc2nc3ccccc3[nH]2)cc1` gave FAS-TE inh -1.1, MLLE-PAM2 inh 10.9, TbMetRS inhib 6.9*, CSN deneddyl inh -1.4, Rin1-Abl PPI inh -5.6, MsrA inhibitor 1.3, E coli Lon inh -1.8, MsrA act -3.2 and Neddyl block inactive.
Screening Cc1cc(C)cc(C(=O)N2CC(=O)Nc3ccccc32)c1 returned FAS-TE inh -4.6, MLLE-PAM2 inh 2.6, TbMetRS inhib -0.4, CSN deneddyl inh -3.2, Rin1-Abl PPI inh 1.0, MsrA inhibitor -0.1, E coli Lon inh 5.7, MsrA act 0.3 and Neddyl block inactive.
For O=C(Oc1ccccc1C(=O)Oc1ccccc1)c1cccnc1 the results were FAS-TE inh 3.6, MLLE-PAM2 inh -0.8, TbMetRS inhib -0.6, CSN deneddyl inh 3.3, Rin1-Abl PPI inh 3.6, MsrA inhibitor -0.2, E coli Lon inh 4.2, MsrA act -4.6 and Neddyl block inactive.
Clc1ccc2c(c1)-c1[nH]ncc1CS2 was read as FAS-TE inh 2.2, MLLE-PAM2 inh -2.3, TbMetRS inhib -1.2, CSN deneddyl inh 2.5, Rin1-Abl PPI inh 3.0, MsrA inhibitor 1.1, E coli Lon inh -5.8, MsrA act -11.8 and Neddyl block inactive.
Screening O=C(OCC(=O)N1CCCCCC1)c1n[nH]c(=O)c2ccccc12 returned FAS-TE inh -9.9, MLLE-PAM2 inh -1.2, TbMetRS inhib -0.9, CSN deneddyl inh -2.6, Rin1-Abl PPI inh 0.3, MsrA inhibitor -1.4, E coli Lon inh -10.8, MsrA act -5.2 and Neddyl block inactive.
CC(CCc1ccccc1)NC(=O)N1CCOCC1 (stereo not drawn) was read as FAS-TE inh -9.1, MLLE-PAM2 inh 6.0, TbMetRS inhib 1.6, CSN deneddyl inh -5.0, Rin1-Abl PPI inh -1.5, MsrA inhibitor -0.3, E coli Lon inh -3.6, MsrA act -3.9 and Neddyl block inactive.
For CCC1CCCCN1S(=O)(=O)c1ccccc1[N+](=O)[O-] (stereo not drawn) the results were FAS-TE inh 7.4, MLLE-PAM2 inh -3.4, TbMetRS inhib -0.4, CSN deneddyl inh 4.7, Rin1-Abl PPI inh 3.2, MsrA inhibitor 0.9, E coli Lon inh -19.4, MsrA act -1.1 and Neddyl block inactive.
For CCn1c(-c2cccc(Br)c2)n[nH]c1=S the results were FAS-TE inh -9.0, MLLE-PAM2 inh -14.8, TbMetRS inhib -1.1, CSN deneddyl inh 1.4, Rin1-Abl PPI inh 0.3, MsrA inhibitor 0.1, E coli Lon inh -11.7, MsrA act -7.0 and Neddyl block inactive.
